Pf Dd2 growth = qHTS Primary assay for Inhibitors of Plasmodium falciparum Dd2 growth in vitro | P. falciparum Dd2 growth, SYBR Green, 72 h | Potency, µM (titrated, usually from 28.9 µM), for the others: top-dose activity, negative = inhibition, actives largely listed as inhibitors | 120,000 compounds, 4.3% hits | AID 1347417, 2020; active means well fitted inhibition curve with a large enough effect; inconclusive means small, poorly fitted or top-dose-only effect; inactive means no such curve, though single readings can be large or run the other way;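 further: plate controls were DMSO vehicle for no effect and reference drug for full effect; nearly all actives have a fitted effect of over 65% in size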
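Readout: SYBR Green fluorescence, 485 nm excitation, 535 nm emission, after ~16 h lysis at 37C. Before that, Dd2-infected red cells (2.5% hematocrit) grew 72 h with compound, 29 uM top final concentration.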
Active calls of the source: *; i = inactive; ? = inconclusive; ! = not confirmed by another sample; [ ] = dose if it differs, or a comment. Potency means the concentration at half of the fitted maximal effect.

SMILES	Pf Dd2 growth
Cc1ccc(-c2ccc3nnc(CNC(=O)c4ccccc4)n3n2)cc1C	-3.0%
O=C(NCc1ccccc1)c1cnc(N2CCCCC2)c2ccccc12	6.4%
CN(Cc1ccon1)C(=O)c1coc(COc2ccc(F)cc2Cl)n1	-3.9%
OC1(CN2CCC(c3nc(-c4ccccc4)no3)CC2)CNCCOC1 (stereo not drawn)	?
COc1ccc(C(=O)N2CCC(Cc3nc(C4CC4)n[nH]3)C2)cc1 (stereo not drawn)	i
OCC1CN(c2ncccn2)CC12CCN(Cc1c[nH]c3ccccc13)CC2 (stereo not drawn)	20.4%
COCCNC(=O)c1nc(-c2ccc(OC)cc2)c2ccccn12	5.9%
Cc1ccc(NC(=O)C2CCCN2S(=O)(=O)c2ccc3c(c2)n(C)c(=O)c(=O)n3C)cc1C (stereo not drawn)	-14.8%
CCCN(CC1CCOC1)S(=O)(=O)c1cc(Cl)ccc1OC (stereo not drawn)	19.6%[5.79 µM]
CCOC(=O)c1c(C)c(-c2ccccc2)n(CC(=O)Nc2cccc(C)c2C)c1C	0.1%
COc1ccc(OC)c(NC(=O)N(C)CCc2c(C)nn(C)c2C)c1	49.5%[activator]
CC(=O)Nc1cccc(-c2ccc3c(n2)CN(Cc2ccccc2C)C(=O)CO3)c1	-3.1%[44.1 µM]
COc1ccc2c(c1)nc1n2[C@@H](CNC(=O)c2ccncc2)COC1	-22.3%[44.1 µM]
Cc1nc(-c2ccc(S(=O)(=O)NCc3ccc(F)cc3)cc2)co1	28.1%
O=C(Nc1ccc(C(F)(F)F)cc1)N[C@H]1[C@H](O)[C@H](O)C[C@@H]1c1ccccc1	-12.4%[44.1 µM]
Cc1ccc2c(=O)cc(CSc3ccccc3)[nH]c2c1C	i
CCn1cc(C(=O)N2CCN(c3cc(Cl)ccc3C)CC2)c2cc(OC)c(OC)cc2c1=O	?
CN1CCN(C(=O)c2cncc(N[C@H]3C[C@@H]4OCC[C@H]34)n2)CC1	-21.9%
O=C(NC1CCCN(c2cc(-c3ccc(F)cc3)[nH]n2)C1)c1ccccc1Br (stereo not drawn)	?
O=C(c1cc(F)cc(F)c1)N1CCN(C2CCN(Cc3cccnc3)C2=O)CC1 (stereo not drawn)	8.2%
COCCN1CC(C(=O)N(C)Cc2cc(Cl)ccc2OC)CCC1=O (stereo not drawn)	-21.4%
Cc1ccc(S(=O)(=O)N2CCN(C3CCN(CCC(C)C)C3=O)CC2)cc1F (stereo not drawn)	-11.4%
COC[C@H]1C[C@@H](NC(=O)Nc2ccc3c(c2)OCCO3)[C@H](O)[C@@H]1O	-1.7%[44.1 µM]
O=C(CN1CCN(Cc2ccc(F)cc2)C1=O)NCc1ccccc1Cl	10.7%
CCOCCCNC(=O)c1c[nH]c2ccc(S(=O)(=O)N(C)c3ccc(Cl)cc3F)cc2c1=O	?
COc1ccccc1NC(=O)N1CCC2(CCC(=O)N(CC3CC3)CC2)CC1	-16.2%
Cc1ccc(NC(=O)c2sc3nc(-c4cccs4)ccc3c2N)cc1F	-3.7%
CCOC(=O)c1c(S(=O)(=O)N2CCC(C(=O)Nc3cccc(C)n3)CC2)c(C)n(C)c1C	21.1%
COc1cc(-c2nc3n(n2)C(c2ccc(F)cc2)C(C(N)=O)=C(C)N3)cc(OC)c1OC (stereo not drawn)	?
CC(C)c1nccn1CCCNC(=O)c1ccc(N2CCCCCC2)nc1	?
CC(C)NC(=O)N[C@H]1C[C@@H](Cc2cc(CN(C)c3ccccc3)on2)C1(C)C	?
COc1cccc(-c2noc(CC3CCN(C(=O)c4ccc(C)cc4C)CC3)n2)c1	-12.3%
Cn1ccc2c(NC(=O)C[C@H]3NC(=O)c4ccccc4NC3=O)cccc21	i
COc1ccc(NC(=O)N2[C@H]3CC[C@@H]2c2cncnc2C3)cc1OC	8.0%
Cc1ccc(S(=O)(=O)N2CCN(Cc3cc(=O)n4nc(-c5ccccc5Cl)sc4n3)CC2)cc1	15.1%
O=[S+]1([O-])NC2(CCN(Cc3ccccc3)CC2)CNc2ccccc21	?
COc1cccc(CNC(=O)CN2C(=O)NC3(CCC(C)CC3)C2=O)c1OC (stereo not drawn)	i
COc1ccc(CNC(=O)[C@H]2O[C@H](CCN3CCN(c4ccccc4)CC3)CC[C@@H]2O)cc1	?
Cc1ccc(C(=O)N2CCCN(c3cc(-c4ccc(C)c(C)c4)[nH]n3)CC2)cc1C	?
CNC(=O)CCC1CCCN(S(=O)(=O)c2cccc(F)c2)C1 (stereo not drawn)	-8.4%

Overlap with the part before: 3 entries, then new ones.
SMILES	Pf Dd2 growth
COc1ccc(CNC(=O)[C@H]2O[C@H](CCN3CCN(c4ccccc4)CC3)CC[C@@H]2O)cc1	?
Cc1ccc(C(=O)N2CCCN(c3cc(-c4ccc(C)c(C)c4)[nH]n3)CC2)cc1C	?
CNC(=O)CCC1CCCN(S(=O)(=O)c2cccc(F)c2)C1 (stereo not drawn)	-8.4%
COc1ccc(CN2CCC3(CC2)CC(O)CCO3)cc1OC (stereo not drawn)	2.4%
Cc1cn2nc(C(=O)NCc3ccc(F)cc3)cc2c(=O)[nH]1	-7.7%
COc1cc(C)ccc1OCCSc1nc(-c2cccc(C)c2)nc2cc(=O)[nH]n12	-1.1%
COc1ccc(CNC(=O)C2CCN(c3nc4ccccc4[nH]3)CC2)cc1OC	13.4%
Cc1ccc(CNC(=O)Cn2c(=O)ccc3cc(S(=O)(=O)N4CCCC4)ccc32)cc1	6.2%
COc1cc(Cl)c(C)cc1NC(=O)Cn1cc(S(=O)(=O)N2CCC(C)CC2)c2ccccc2c1=O	-28.0%
CN(C)c1ccc(CNC(=O)CCCn2ccc3cc(S(=O)(=O)N4CCCC4)ccc32)cc1	i
CCOCC(=O)N1CCC(N2C(=O)C3(CCCC3)C2c2ccccc2)CC1 (stereo not drawn)	-4.8%
CCC(C)NC(=O)CCc1c(C)nc2c(c(C)nn2-c2ccc(C)cc2)c1C (stereo not drawn)	?
CCOC(=O)c1ccc(NC(=O)COc2ccc(-c3nnc4n3CCCC4)cc2)cc1	?
COc1ccc(CNC(=O)c2cc3c(-c4ccc(Cl)cc4)nn(C)c3s2)cc1	-16.4%
COc1cccc(NS(=O)(=O)c2ccc3[nH]c4c(c3c2)CCCCCC4)c1	-27.3%
COc1ccc(C(=O)N2CCC(N3C(=O)C(OCC4CC4)C34CCCCC4)CC2)cc1 (stereo not drawn)	i
COC(=O)c1ccc(C(=O)OC)c(NC(=O)CN(c2ccccc2)S(=O)(=O)N(C)C)c1	?
CCOC(=O)C1CCN(C(c2ccccc2OC)c2c(O)cc(C)n(CCOC)c2=O)CC1 (stereo not drawn)	i
O=C(NCc1cccc(F)c1)C1CCN(c2nn3cc(-c4ccc(F)cc4)nc3s2)CC1	29.9%
Cc1noc(C)c1[S+](=O)([O-])N1CCn2cc(C(=O)Nc3ccc(Cl)cc3Cl)nc2C1	0.5%
Cc1ccc(C)c(CN2C(=O)C(=O)c3ccccc32)c1	-23.4%
COC(=O)[C@@H]1Cc2ncn(Cc3ccc(Cl)cc3)c2CN1Cc1ccc(C(=O)O)cc1	-7.1%
O=C(NCCn1cccc1-c1nc(-c2ccc3c(c2)OCO3)no1)c1ccccc1F	?
CCOc1ccccc1Nc1sc(C(=O)c2ccccc2)c(N)c1S(=O)(=O)c1ccc(C)cc1	?
CN(Cc1cccn1C)C(=O)Cc1ccc(F)cc1	10.9%[44.1 µM]
O=C(COc1ccc(-c2nnc3n2CCCC3)cc1)Nc1cccc(F)c1	?
CCOc1ccc(CNC(=O)Cn2c(=O)c3cccn3c3ccccc32)cc1	24.5%
O=C(NCc1ccc(F)cc1)c1ccc2oc(=O)n(Cc3ccccc3)c2c1	-3.1%
COc1cc2c(cc1Oc1cccc(N(C)C)c1)NC(=O)C21CCN(CC2CC2)CC1	-23.4%[44.1 µM]
COCCn1c(SCC(=O)c2c[nH]c3ccccc23)nc2cc(C(=O)NC(C)C)ccc2c1=O	-16.0%
COc1cccc(N2CC(NC(=O)c3ccc(S(=O)(=O)N4CCCCC4)cc3)CC2=O)c1 (stereo not drawn)	i
CCN(C(=O)CSc1nc2ccccc2n1CC(=O)N(C)C1CCCCC1)c1ccccc1	-28.3%
O=C(C1CC1)N1C[C@@H]2OCC(=O)N(CC3CC3)[C@@H]2C1	31.5%[activator][44.1 µM]

An excerpt from above in order of formula weight, rising.
SMILES	Pf Dd2 growth
O=C(COc1ccc(-c2nnc3n2CCCC3)cc1)Nc1cccc(F)c1	?
CCOc1ccc(CNC(=O)Cn2c(=O)c3cccn3c3ccccc32)cc1	24.5%
O=C(NCc1ccc(F)cc1)c1ccc2oc(=O)n(Cc3ccccc3)c2c1	-3.1%
COc1cc2c(cc1Oc1cccc(N(C)C)c1)NC(=O)C21CCN(CC2CC2)CC1	-23.4%[44.1 µM]
CCN(C(=O)CSc1nc2ccccc2n1CC(=O)N(C)C1CCCCC1)c1ccccc1	-28.3%
CCOc1ccccc1Nc1sc(C(=O)c2ccccc2)c(N)c1S(=O)(=O)c1ccc(C)cc1	?

(listing goes on)
SMILES	Pf Dd2 growth
CCN(CC)C(=O)[C@@H](C)C1CC[C@@]2(C)CC[C@H](NC(=O)c3ccc(OC)cc3)[C@@H](C)[C@@H]2[C@H]1O (stereo partly drawn)	-7.0%
COc1ccc(-n2nc(C)c([C@@H]3C=C[C@@H](NC(=O)NC4CCCCC4)C3)c2C)cc1	15.8µM*
CC1=C(C(=O)Nc2cccc(C(F)(F)F)c2)C2(CCN(C(C)C)CC2)OC1=O	?
CC(C)NC[C@H]1O[C@@H](CO)[C@@H](O)[C@H]1N1CCN(c2ccccn2)CC1	-8.1%
CSCc1noc(Cc2c(C)nn(-c3ccccc3)c2C)n1	?
COc1ccc(NC(=O)Cn2cnc3ccc(S(=O)(=O)N4CCC(C)CC4)cc3c2=O)cc1Cl	9.2%
Cc1c(C(=O)NC(C)c2ccccc2)sc2ncnc(N(C)C3CCCCC3)c12 (stereo not drawn)	?
O=C(c1ccccc1)N1CCC(NCCN2CCCCC2CO)CC1 (stereo not drawn)	-6.9%
COC[C@H]1C[C@@H](NCC(C)C)[C@H](O)[C@@H]1O	13.2%[44.1 µM]
Cn1ccc2cc(S(=O)(=O)N3CCCN(C(=O)Nc4ccc(Br)cc4)CC3)ccc21	?
CCOC(=O)C1CCN(C(=O)c2cn3ccnc(-c4ccc(C)cc4)c3n2)CC1	-8.2%
COCCN1C(=O)c2ccccc2C(C(=O)Nc2ccccc2OC)C12CCCC2 (stereo not drawn)	?
Cc1cccc(N(C)C(=O)CS(=O)(=O)c2cccc3nsnc23)c1	6.3%
CCOC(=O)Cn1c(=O)n(CC2CCCO2)c2nc(-c3ccc(OCC)cc3)nc(C(N)=O)c21 (stereo not drawn)	?
Cc1noc(NS(=O)(=O)c2ccc(NC(=O)COc3ccccc3Br)cc2)c1C	69.6%[activator]
Cc1ccc(CNC(=O)c2cc3sc(Cl)cc3n2C)cc1	28.9%
CCOc1ccc(NC(=O)CN(C)S(=O)(=O)c2cnc[nH]2)cc1	-6.0%
COc1ccc([S+](=O)([O-])N2CCC3(CC2)OCCN(CCc2ccccc2)C3=O)cc1	?
CC(=O)N1CCCc2cc(S(=O)(=O)N3CCC(N(C)C(C)C)CC3)ccc21	0.1%
COc1cc(OC)cc(N2C(=O)[C@@H]3C[C@@H](NC(=O)c4cccn4C)CCN3C2=O)c1	i

3 entries from above, bar-delimited.
molecule | Pf Dd2 growth
CN(C)c1ccc(CNC(=O)CCCn2ccc3cc(S(=O)(=O)N4CCCC4)ccc32)cc1 | i
CC(C)NC[C@H]1O[C@@H](CO)[C@@H](O)[C@H]1N1CCN(c2ccccn2)CC1 | -8.1%
COc1cc(C)ccc1OCCSc1nc(-c2cccc(C)c2)nc2cc(=O)[nH]n12 | -1.1%

(listing goes on)
SMILES	Pf Dd2 growth
NC(=O)[C@@H]1CCCN1C(=O)c1ccc2oc(-c3cccc(F)c3)nc2c1	6.0%
CCC(O)c1cc2n(n1)CCN(C(=O)c1ccc(-c3ccccc3)n1C)C2 (stereo not drawn)	11.8%
Cn1ccc(C(=O)N2CC3ON=C(C(=O)N4CCOCC4)C3C2)n1 (stereo not drawn)	?
COc1ccc2c(c1)c1c(c(=O)n(-c3cc(Cl)ccc3C)c(=O)n1Cc1ccc(F)cc1)n2C	-16.7%
Cc1cc(C(=O)N2CC(F)(F)C[C@H]2c2nnc(C)o2)c(C)o1	31.1%[activator]
COc1ccccc1OCCNC(=O)c1ccc(Cn2ccn3nc4c(c3c2=O)CCCC4)cc1	?
CCOC(=O)c1cc(-c2ccc(F)cc2)n(CCC(=O)NC2CCCCC2)c1C	?
COc1ccccc1-c1ccc(CN2CCCC(c3nc4ccc(F)cc4c(=O)[nH]3)C2)cc1 (stereo not drawn)	8.91µM*!
O=C1CCN(C(=O)C2CCN(C(=O)CCCc3ccccc3)CC2)CCCCCCN1	-10.9%
Cc1cc(Cl)ccc1OCC(=O)N1CCC2(CCCNC2=O)C1 (stereo not drawn)	-9.2%
CC(C)NC(=O)c1nc(-c2ccc(Cl)nc2)c2ccccn12	?
CCCC12CN3CC(CCC)(CN(C1)C3c1c(C)[nH]c(=O)[nH]c1=O)C2=O (stereo not drawn)	1.0%
CCCc1noc(-c2nc(-c3ccccc3F)no2)n1	i
Cn1nc2n(c1=O)CCN(Cc1ccncc1F)CC2	-17.9%
CC(C)N1C(=O)C2(CCCC2)C1C(=O)NCCCN1CCN(c2ccccc2)CC1 (stereo not drawn)	-11.8%
Cc1ccc(C2NC(=O)N(CC(=O)N3CCN(c4ccccc4)CC3)C3=C2C(=O)OC3)cc1 (stereo not drawn)	i
CN(Cc1ccccc1)c1ncnc2c1CCN(C(=O)[C@@H](N)CO)CC2	-19.4%
CCCC(=O)Nc1cc(-c2nc3cccnc3s2)ccc1C	?
CCNC(=O)N(C1CC1)C1CCOC2(CCN(C(=O)Cc3cccc(F)c3)CC2)C1 (stereo not drawn)	-13.1%

Bioassay records (PubChem BioAssay)

Not all compounds are listed, so the mix of outcomes need not match the whole.
